# Screening data as filed in PubChem BioAssay.
# A3A deaminase – human APOBEC3A DNA deaminase inhibition; inhibition, % at 20 µM; hit rate 0.41% among 330,000; recombinant A3A, FAM/TAMRA ssDNA deamination fluorescence; P31941;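 active = at least 40% inhibition at 20 µM here, with at most 30% in a related deaminase screen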;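 also: plate controls were A3A with DMSO for no effect and wells lacking A3A enzyme for full effect; some results filed as inactive read as strong as hits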
# Target sequence (P31941 whole entry, looked up): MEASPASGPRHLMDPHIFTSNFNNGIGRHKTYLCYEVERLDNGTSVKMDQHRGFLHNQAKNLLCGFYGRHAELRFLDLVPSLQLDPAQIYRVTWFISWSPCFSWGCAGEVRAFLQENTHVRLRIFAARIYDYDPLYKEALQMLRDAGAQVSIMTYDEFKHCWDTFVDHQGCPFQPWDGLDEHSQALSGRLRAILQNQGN
# hIAP activ – human IAP activation; AID 2524; purified human IAP, CDP-Star luminescence, 30 min; active compounds read high; 1 = vehicle-only enzyme, 0 = enzyme-free background; P09923; activation factor at 10 µM; hit rate 0.16% among 330,000;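 active = activation factor of the enzyme at least 2-fold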; also: the source names both 10 and 20 µM as test concentration; values of inactives mirror those of a sister screen read the other way
# Target sequence (P09923 whole entry, looked up): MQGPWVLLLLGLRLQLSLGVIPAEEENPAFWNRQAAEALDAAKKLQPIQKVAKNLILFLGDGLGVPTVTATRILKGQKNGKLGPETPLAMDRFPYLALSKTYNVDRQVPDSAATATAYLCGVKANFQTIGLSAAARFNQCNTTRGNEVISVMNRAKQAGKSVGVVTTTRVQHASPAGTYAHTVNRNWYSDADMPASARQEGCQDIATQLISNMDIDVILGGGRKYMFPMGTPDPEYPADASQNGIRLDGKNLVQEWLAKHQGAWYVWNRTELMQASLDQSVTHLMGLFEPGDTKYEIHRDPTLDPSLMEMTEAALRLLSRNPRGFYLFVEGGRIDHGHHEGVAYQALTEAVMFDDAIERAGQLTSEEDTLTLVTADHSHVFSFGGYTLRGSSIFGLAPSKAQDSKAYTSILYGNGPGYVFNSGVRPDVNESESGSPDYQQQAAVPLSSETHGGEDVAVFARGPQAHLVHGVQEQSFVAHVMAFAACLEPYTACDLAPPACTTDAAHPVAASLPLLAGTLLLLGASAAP
# HKDC1 inhibitor – blocks human hexokinase HKDC1 activity; recombinant HKDC1, G6PDH/diaphorase resazurin coupled fluorescence; hit rate 0.16% among 340,000; Q2TB90; inhibition, % at 20 µM;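 active = inhibition above about 35% when tested at 20 µM, limit read from the data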;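 also: plate controls were DMSO wells with enzyme for no effect and DMSO wells lacking enzyme for full effect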
#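 Material: recombinant HKDC1 hexokinase; Amount: HKDC1 at 5 µg/mL; Medium: Tris pH 8.0 buffer with MgCl2, Tween-20, BSA, BME; Schedule: 90 min reaction incubation at room temperature, dark; Technique: coupled resazurin fluorescence, excitation 525 nm, emission 613 nm.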
# mIAP act – mouse IAP activation. muIAP, CDP-Star luminescence, 30 min; active compounds read high; 1 = vehicle-only enzyme signal, 0 = enzyme-free wells. activation factor at 10 µM. hit rate 0.24% among 330,000;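 active = activation factor of at least 2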; also: the source names both 10 and 20 µM as test concentration; values of inactives mirror those of a sister screen read the other way
#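 Assay system: mouse IAP enzyme / Compound: DMSO-dissolved test compounds / Timing: 30 min, room temperature / Measured by: luminescence from enzymatic CDP-Star hydrolysis / Control set: DMSO-only wells, enzyme-free buffer wells as negative control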
# hIAP block – human IAP inhibition; P09923; purified IAP, CDP-Star luminescence, 30 min; inhibition, % at 10 µM; hit rate 0.12% among 330,000;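 active = inhibition reaching a set limit with compound at 10 µM in the primary screen, cut at about 35% in these data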;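 also: plate controls were DMSO wells with enzyme for no effect and no-enzyme buffer wells for full effect; values of inactives mirror those of a sister screen read the other way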
# PfG6PD inh – PfG6PD (Plasmodium falciparum) enzyme inhibition | PfGluPho enzyme, NADPH resazurin-diaphorase fluorescence | inhibition, % at 20 µM | hit rate 0.78% among 350,000 | AID 504690;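 active = inhibition reaching at least a set limit at 20 µM in the primary screen, cut at about 59% in these data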;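 also: 0% = DMSO wells with substrate and 100% = DMSO wells lacking glucose-6-phosphate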
# ATG4B inh – ATG4B (human) cysteine protease inhibition. Q9Y4P1. ATG4B cleavage of LC3-PLA2, NBD-HPC fluorescence, 1 h. inhibition, % at 8.33 µM. hit rate 0.51% among 340,000. AID 504462; in the data active = inhibition above about 40%
# Target sequence (Q9Y4P1 whole entry, looked up): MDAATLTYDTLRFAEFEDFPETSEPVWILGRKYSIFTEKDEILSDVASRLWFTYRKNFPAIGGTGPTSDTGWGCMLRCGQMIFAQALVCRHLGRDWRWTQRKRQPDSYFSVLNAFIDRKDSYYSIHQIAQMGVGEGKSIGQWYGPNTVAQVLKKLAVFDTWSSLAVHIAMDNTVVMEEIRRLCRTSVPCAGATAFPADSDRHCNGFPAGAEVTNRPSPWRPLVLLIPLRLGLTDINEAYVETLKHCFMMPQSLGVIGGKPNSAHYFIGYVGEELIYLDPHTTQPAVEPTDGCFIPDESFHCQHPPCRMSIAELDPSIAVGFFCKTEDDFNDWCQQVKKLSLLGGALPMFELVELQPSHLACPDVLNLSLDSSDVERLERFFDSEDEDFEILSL
# mIAP block – blocks mouse intestinal alkaline phosphatase; purified mouse IAP, CDP-Star luminescence, 30 min; inhibition, % at 10 µM; hit rate 0.2% among 330,000;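 active = inhibition of at least 40% at 10 µM in the primary screen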;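 also: plate controls were DMSO with enzyme for no effect and no enzyme wells for full effect; values of inactives mirror those of a sister screen read the other way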
# * = called active by the depositor; / = not tested or not shown.
1) COc1ccc(Cl)cc1NC(=O)CN(C)C(=O)c1ccc(-n2nc(C)cc2C)cc1
2) Cc1cccnc1
3) Cc1nn(-c2ccccc2)c(Cl)c1/C=C/C(=O)c1ccccc1
4) O=C(c1cc(NC(=O)C23CC4CC(CC(C4)C2)C3)cc(NC(=O)C23CC4CC(CC(C4)C2)C3)c1)N1CCCCC1
5) Cc1cccc(NC(=O)CCSc2nnc(Cc3ccccc3)o2)c1
6) COc1ccc(CN=C2NC(=O)CC(C(=O)Nc3cc(C)cc(C)c3)S2)cc1 (stereo not given)
compound no.,1,2,3,4,5,6
A3A deaminase,25,-2,-3,2,3,1
hIAP activ,0.86,0.91,0.97,0.94,1.1,0.97
HKDC1 inhibitor,0,-7,18,-1,-8,-3
mIAP act,0.97,1,0.97,2.1*,1,1
hIAP block,14,9,3,6,-8,3
PfG6PD inh,4,25,10,10,15,-22
ATG4B inh,-8,8,-6,-10,-2,3
mIAP block,3,-3,3,-106,-4,-2

7) CCOC(=O)c1cnc(SCC(=O)Nc2cc(OC)cc(OC)c2)nc1N
8) O=C(NNC(=O)C1CC1)c1ccc(-c2ccccc2)cc1
9) Cc1cc(-c2ccc(Cl)cc2)n2nc(N)nc2n1
10) Cc1cc2cc3c(cc2nc1SCC(=O)N1CCCC1)OCCO3
11) CCOc1ccc2nc(/N=C/c3c(C)[nH]n(-c4ccc(C)cc4)c3=O)sc2c1
12) COc1ccc(C(=O)N=C2CCC(C#N)=C3c4cc(OC)c(OC)cc4CCN23)cc1
compound no.,7,8,9,10,11,12
A3A deaminase,0,0,0,3,-4,-1
hIAP activ,0.82,1.1,0.99,1.1,0.93,2.1*
HKDC1 inhibitor,0,18,-2,-1,8,-7
mIAP act,0.99,0.95,1,0.99,1,1.1
hIAP block,18,-11,1,-10,7,-106
PfG6PD inh,8,-8,-2,-5,-16,12
ATG4B inh,2,3,-2,-1,-1,-7
mIAP block,1,5,0,1,0,-12

13) Cc1ccc(NS(C)(=O)=O)c(C(=O)c2ccccc2)c1
14) O=C(COC(=O)CCC(=O)c1cccs1)Nc1ncc(Cl)cc1Cl
15) COc1ccccc1NS(=O)(=O)c1cc([N+](=O)[O-])ccc1N/N=C/c1c(C)[nH]c2ccccc12
16) COc1cccc(NC(=O)[C@@H]2CCC(=O)N2C2OC(=O)c3ccccc32)c1 (stereo not given in full)
17) Cc1nc(/C=C\C(=O)O)c2cc(C)oc2n1
18) COc1ccc(C(CCN(Cc2ccc(OC)c(OC)c2)C(C)=O)C(C)C)cc1 (stereo not given)
compound no.,13,14,15,16,17,18
A3A deaminase,7,-1,-4,7,2,-1
hIAP activ,0.96,0.93,0.99,0.91,1,0.88
HKDC1 inhibitor,-1,3,3,11,-5,-2
mIAP act,0.85,1,0.72,0.94,1.1,1
hIAP block,4,7,0,9,0,12
PfG6PD inh,8,-12,-3,-17,-8,-9
ATG4B inh,10,-4,15,1,7,3
mIAP block,15,0,28,6,-6,-2

19) CCN(CC)S(=O)(=O)c1ccc(N2CCOCC2)c(NC(=O)c2ccccc2F)c1
20) Cn1c2ccccc2c2cc(C(=O)N3CCOCC3)sc21
21) O=C(CCCCn1c(=O)[nH]c2ccsc2c1=O)NCc1ccc2c(c1)OCO2
22) O=C(CC1C(=O)NCCN1Cc1cccc(F)c1)NCCCCCN1CCOCC1 (stereo not given)
23) COc1ccc(OC)c(NC(=O)CCN2CCC(C)CC2)c1
24) CCc1noc(C)c1C(=O)OC(C)C(=O)Nc1ccc(Cl)cn1 (stereo not given)
compound no.,19,20,21,22,23,24
A3A deaminase,-3,19,-1,1,-2,-2
hIAP activ,0.9,1.1,0.92,1,1,0.95
HKDC1 inhibitor,1,0,-4,-4,-3,-4
mIAP act,1,0.93,0.96,0.95,1,1.1
hIAP block,10,-14,8,-3,-4,5
PfG6PD inh,1,10,-12,7,4,8
ATG4B inh,3,-9,-17,-7,-10,-6
mIAP block,-2,7,4,5,-2,-6

25) COc1ccc(Oc2cnc3ccccc3n2)cc1
26) CCC1CCCCN1CCCNC(=O)C1CC(=O)N(CCc2ccccc2)C1 (stereo not given)
27) O=C(CC(Nc1cccc(Cl)c1Cl)C(=O)O)c1ccccc1 (stereo not given)
28) O=C(O)CCC(=O)Nc1ccc(Br)cn1
29) C=CC[n+]1ccn(-c2nc3ccccc3nc2[N-]S(=O)(=O)c2cccs2)c1
30) Cc1ccccc1-n1cc(C(=O)c2cc(Cl)ccc2O)cc(C#N)c1=O
compound no.,25,26,27,28,29,30
A3A deaminase,-2,-4,0,-3,17,-1
hIAP activ,1.1,1.2,0.97,0.95,1,1
HKDC1 inhibitor,17,-6,-8,-9,-7,-3
mIAP act,0.99,1,0.96,0.96,0.87,0.91
hIAP block,-6,-17,3,5,-5,-3
PfG6PD inh,6,0,-1,5,-5,-4
ATG4B inh,-7,-2,4,6,-4,-6
mIAP block,1,0,4,4,13,9

31) CNc1ncc(C(=O)c2ccc(F)cc2)s1
32) CCOc1cc(/C=N/NC(=O)Cc2ccc(C(F)(F)F)cc2[N+](=O)[O-])c(Br)cc1OC
33) COC(=O)c1cccc(NS(=O)(=O)c2ccc(OC)cc2)c1C
34) O=C1CCC/C=C\C[C@@H](CC(=O)N(CCO)Cc2ccccc2)C(=O)N[C@H](Cc2c[nH]c3ccccc23)CO1
35) CC(=O)Nc1ccc(N(CC(O)Cn2c3ccccc3c3ccccc32)S(=O)(=O)c2ccc(C)cc2)cc1 (stereo not given)
36) CN(C)c1ccc(/C=c2/sc3n(c2=O)NC2(c4ccccc4)N(C)C(=O)N(C)C2(c2ccccc2)N=3)cc1 (stereo not given)
compound no.,31,32,33,34,35,36
A3A deaminase,-3,1,-3,-4,-4,1
hIAP activ,1.1,0.81,1.1,0.9,1,0.86
HKDC1 inhibitor,-6,-4,-3,-5,-3,/
mIAP act,1,0.97,1,1.2,1.1,0.83
hIAP block,-12,19,-5,10,-4,14
PfG6PD inh,-9,-21,-7,12,5,/
ATG4B inh,-4,-2,6,-8,-19,/
mIAP block,0,3,-1,-16,-11,17

37) COc1ccc(C(CC(=O)N2CCCC2)c2ccc(F)cc2)cc1 (stereo not given)
38) COCCNC(=O)C1CCCN(c2nn3c(=O)cc(C)nc3s2)C1 (stereo not given)
39) COc1ccc([N+](=O)[O-])cc1C(=O)NC1CCN(Cc2ccccc2)CC1
40) COc1ccc(-c2cn3cc(C(=O)NN)ccc3n2)cc1
41) COc1ccc(CNC(=O)N[C@@H](Cc2c[nH]c3ccccc23)C(=O)O)cc1
42) CNC(=S)N1CCN(c2c(F)cc3c(=O)c(C(=O)O)cn(C4CC4)c3c2OC)CC1C (stereo not given)
compound no.,37,38,39,40,41,42
A3A deaminase,-1,-2,0,0,-7,-2
hIAP activ,1,1.1,1.2,1.1,0.87,1
HKDC1 inhibitor,-2,-7,-1,-3,-5,-8
mIAP act,1.1,0.97,1,1,1,0.95
hIAP block,-4,-11,-20,-10,13,-2
PfG6PD inh,6,-7,-3,20,-7,-31
ATG4B inh,-1,2,5,-1,1,-13
mIAP block,-5,3,-2,-3,-2,5

43) C=CCN1C(=O)C(CC(=O)Nc2ccc(OCCC)cc2)N(CCCN2CCN(Cc3ccccc3)CC2)C1=S (stereo not given)
44) Cc1ccc(S(=O)(=O)/N=C(/c2ccccc2)N2CCOCC2)cc1
45) O=C(Nc1ccccc1)c1ccc(CSc2ncccn2)cc1
46) CN(C)c1cccc(C(=O)Nc2ccc(N3CCOCC3)cc2)c1
47) S=C(Nc1ccc(Cl)cc1)Nc1ccc2c(c1)OCCO2
48) CC1CCCCN1Cc1nc2c(c(=O)n(C)c(=O)n2C)n1Cc1c(F)cccc1Cl (stereo not given)
compound no.,43,44,45,46,47,48
A3A deaminase,-2,-5,43*,-3,-4,-1
hIAP activ,1,1,1,1.1,0.91,0.96
HKDC1 inhibitor,0,14,-5,-12,11,2
mIAP act,1,0.97,1,1,0.99,1.1
hIAP block,-4,-1,-3,-12,9,4
PfG6PD inh,8,-19,15,11,8,9
ATG4B inh,-12,6,-1,-13,0,-9
mIAP block,0,3,-3,-1,1,-6

# Entries 43 to 48, reprinted for reference:
43) C=CCN1C(=O)C(CC(=O)Nc2ccc(OCCC)cc2)N(CCCN2CCN(Cc3ccccc3)CC2)C1=S (stereo not given)
44) Cc1ccc(S(=O)(=O)/N=C(/c2ccccc2)N2CCOCC2)cc1
45) O=C(Nc1ccccc1)c1ccc(CSc2ncccn2)cc1
46) CN(C)c1cccc(C(=O)Nc2ccc(N3CCOCC3)cc2)c1
47) S=C(Nc1ccc(Cl)cc1)Nc1ccc2c(c1)OCCO2
48) CC1CCCCN1Cc1nc2c(c(=O)n(C)c(=O)n2C)n1Cc1c(F)cccc1Cl (stereo not given)
compound no.,43,44,45,46,47,48
A3A deaminase,-2,-5,43*,-3,-4,-1
hIAP activ,1,1,1,1.1,0.91,0.96
HKDC1 inhibitor,0,14,-5,-12,11,2
mIAP act,1,0.97,1,1,0.99,1.1
hIAP block,-4,-1,-3,-12,9,4
PfG6PD inh,8,-19,15,11,8,9
ATG4B inh,-12,6,-1,-13,0,-9
mIAP block,0,3,-3,-1,1,-6

# Carrying on:
49) Cc1ccc(C)c(Cc2c(C)nc3c(C(=O)N4CCOCC4)cnn3c2C)c1
50) COc1ccc(NC(=O)C/C(C)=N/NC(=O)C(=O)NC2CCCCC2)c(OC)c1
51) COc1cc(/C=N/Nc2ccccn2)ccc1OCC(C)C
52) CCN(CC)S(=O)(=O)c1ccc2c(c1)CC(C(=O)N1CCCC1)N2C(C)=O (stereo not given)
53) CCC(CC)C(=O)N1CC(=O)Nc2ccc(Br)cc2C1c1ccccc1 (stereo not given)
54) Cc1onc(-c2ccccc2Cl)c1C(=O)Nc1ccc(S(=O)(=O)Nc2nccs2)cc1
compound no.,49,50,51,52,53,54
A3A deaminase,1,-1,-7,1,-6,0
hIAP activ,0.95,0.99,1.1,0.91,0.88,1.1
HKDC1 inhibitor,3,-11,2,0,2,-3
mIAP act,0.99,0.85,1.1,1.1,0.99,0.97
hIAP block,5,1,-10,9,12,-11
PfG6PD inh,-20,-3,-3,2,5,1
ATG4B inh,6,4,-2,-7,9,21
mIAP block,1,15,-10,-6,1,3

55) COCCN(C(=O)COC(=O)CCCOc1ccccc1)c1c(N)n(Cc2ccccc2)c(=O)[nH]c1=O
56) COc1ccc(S(=O)(=O)Nc2ccccc2C(=O)NCc2ccco2)cc1
57) Cn1ncc2c(N3CCC(Cc4ccccc4)CC3)ncnc21
58) CSCC[C@@H](CO)NC(=O)c1ccc2nc(C3CCCCC3)oc2c1
59) CN(C)CCN1C(=O)c2oc3ccccc3c(=O)c2C1c1cccc(Br)c1 (stereo not given)
60) Cc1cccc2nc(CSc3ccc(Cl)cc3)cn12
compound no.,55,56,57,58,59,60
A3A deaminase,5,-3,3,-5,1,-6
hIAP activ,1.2,0.98,0.87,0.96,1,1.1
HKDC1 inhibitor,-6,6,-4,5,-10,-8
mIAP act,1.1,1,1.1,0.99,0.99,1.1
hIAP block,-15,2,13,4,-2,-5
PfG6PD inh,0,-33,7,-18,7,4
ATG4B inh,-1,-3,-15,2,-2,6
mIAP block,-9,-1,-6,1,0,-9

61) Cc1ccc2nc(C)cc(C(=O)Nc3nccs3)c2c1
62) CC(=O)c1cc(CN2CCC(n3nccc3NC(=O)c3ccccc3Cl)CC2)cs1
63) CCCn1nc(C(=O)Nc2nnc(CC)s2)c2ccccc2c1=O
64) Cc1ccc(C2=NS(=O)(=O)N(C)C(C(=O)NCc3ccco3)=C2)cc1
65) COc1ccc(OCC(=O)N/N=C(\CCC(=O)O)c2cccs2)cc1
compound no.,61,62,63,64,65
A3A deaminase,5,-2,10,-2,2
hIAP activ,0.91,1.2,1.1,0.79,1
HKDC1 inhibitor,-2,-7,0,-1,2
mIAP act,1,0.93,0.99,0.95,0.88
hIAP block,9,-24,-5,21,-4
PfG6PD inh,17,1,1,-1,-13
ATG4B inh,-9,5,-6,0,8
mIAP block,-2,8,1,5,12
